Source: PubChem BioAssay (Broad Institute)
FN deposit inh: fibronectin deposition inhibition. AH1F fibroblasts, Alexa488-fibronectin deposition fluorescence, overnight. inhibition, % at 12.6 µM. 0.086% of 350,000 active. AID 743247;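 active = mean inhibition across replicates of 30% or more, regardless of how many single replicates reach that level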;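 note: positive control wells lacked labelled fibronectin entirely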
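Material – AH1F fibroblast monolayer, labelled fibronectin deposition · Reagent – labelled fibronectin 24 nM · Timing – 1 h adhesion, overnight exposure · Measured by – fluorescence at 485 nm excitation, 525 nm emission · Read-out – inhibition of fibronectin deposition signal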
PGC1a acetyl inh: modulators of PGC1a acetylation. U2OS PGC1a acetylation, AlphaScreen anti-acetyl-lysine; with virally co-expressed GCN5 acetyltransferase. 0.17% of 350,000 active. inhibition, % at 15.6 µM;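 active = every replicate shows inhibition of at least 40%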;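 note: 0% = neutral control wells and 100% = positive control wells; some results beyond the cut were filed as inactive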
F508del corr: correctors of CFTR F508del function in bronchial epithelial cells. CFBE cells, YFP halide quenching; stimulated with forskolin plus potentiator P3; % fluorescence drop versus neutral controls. activity (quench increase), % at 7.58 µM. 0.36% of 350,000 active;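 active = mean added fluorescence quench of at least 8% versus neutral control, with both replicates also reaching 8%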;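 note: cells transiently co-express mutant CFTR-F508del with the halide-sensitive YFP; corrector assay measuring rescue of mutant channel to the surface after 24 h compound exposure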
INS-1E GSIS act: primary screen for activators of insulin secretion dependent on glucose, INS-1E cells, GLuc reporter luminescence. INS-1E GLuc reporter insulin secretion, 2-3 h. activation, % at 16.6 µM. 0.61% of 370,000 active. AID 743287;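 active = lowest replicate activation of at least 40%, so every replicate reaches that level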;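 note: 0% = median of neutral control wells and 100% = median of IBMX positive control wells; some compounds called inactive have numbers as strong as hits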
miR122 inh: inhibitors of miR-122 in Huh7 cells | AID 602342 | activation (reporter increase), % at 12.5 µM | Huh7 miR-122 Renilla luciferase sensor, 48 h; neutral wells = 0, positive control = 100 | 0.3% of 340,000 active;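 active = mean replicate activation score at least 90 and every replicate individually at or above 90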;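 note: higher luciferase means less miR-122 activity so hits act as miR-122 inhibitors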
PglD DTNB: inhibitors of Campylobacter jejuni PglD acetyltransferase; purified PglD enzyme, DTNB colorimetric CoA detection; inhibition, % at 12.5 µM; 0.098% of 360,000 active; AID 602405; in the data active = inhibition above about 16%, passing the limit was not always enough; note: strong numbers were not always called active
Cneo AK release: Cryptococcus neoformans lysis via adenylate kinase release; lysis activity, % at 15 µM; C. neoformans lysis, adenylate kinase release luminescence, 4 h; normalised: neutral wells 0, clomiphene wells 100; 0.2% of 360,000 active;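 active = mean lysis activity across replicates of at least 80%, whatever share of replicates individually reach that level; inactive = mean lysis activity below 80%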
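Material – log-phase Cryptococcus neoformans yeast cells · Input – 5 × 10^6 yeast cells/mL · Medium – fresh YPD growth medium · Doses – single compound concentration per well · Timing – static 4 h at 37 °C with compound, 1 h detection · Detection – adenylate kinase release luminescence · Read-out – signal increase indicating cell lysis · Control set – Clomiphene as positive lysis control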
C2C12 statin: suppression of simvastatin myotoxicity; rescue of ATP level, % at 7.49 µM; 0.78% of 330,000 active; AID 602340; C2C12 myotubes + simvastatin, ATP luminescence, 48 h; scaled: DMSO 0, geranylgeraniol control 100;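 active = mean ATP rescue above about 67%, or every replicate alone reaching that limit, limit read from the data, passing the limit was not always enough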;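 note: myotubes were challenged with 10 µM simvastatin during compound exposure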
Active calls of the source: *; · = no result given; [ ] = another dose, or the depositor's remark.

Start of the listing, in advance, 9 compounds:
Order of values: Cneo AK release, miR122 inh, C2C12 statin, INS-1E GSIS act, PGC1a acetyl inh, PglD DTNB, F508del corr, FN deposit inh
- C[C@@H]1CCCCO[C@H](CN(C)Cc2ccc(C(F)(F)F)cc2)[C@@H](C)CN([C@@H](C)CO)C(=O)c2cc(NC(=O)Nc3cccc4ccccc34)ccc2O1
 : -4, -6[16.7 µM], ·, -8, -13, -2, 0.3, -9
- O=c1c(Cl)c(Cl)cnn1Cc1ccc(F)cc1
 : 4, ·, ·, -3, ·, 11, -1.4, 5
- Clc1ccc(OCCN2CCOCC2)cc1
 : 0, -3, -2, 27, ·, -4, 1.1, -2
- CC1CCc2sc(C(=O)NC(C)C3CCCO3)cc2C1 (stereo not drawn)
 : -2, 1, ·, -1, -9, 1, -3.6, ·
- Cc1cccc(-c2oc3ccccc3c2-c2ccc3c(c2)OCO3)c1
 : -2, ·, -4, ·, ·, -2, -5.5, -9
- S=c1c2[nH]cnc2ncn1CCSc1ncnc2nc[nH]c12
 : ·, 3, ·, 16, 0, ·, -3.0, 0
- CCCN(CC(=O)Nc1ccccc1C)C(=O)C1CC(=O)N(c2ccccc2OCC)C1 (stereo not drawn)
 : -2, -5, -5, 5, 0, 1, 2.1, 5
- CCOc1c(OC)cccc1C1CC(=O)Nc2cc3c(cc21)OCCO3 (stereo not drawn)
 : 1, 0, 10, 12, -5, 13, 0.7, -4
- Cc1ccc(C)c(CN2C(=O)c3ccccc3S(=O)c3ccc(C(=O)NCCCN4CCCC4)cc32)c1 (stereo not drawn)
 : 1, 2, -11, 37, -6, -1, -2.6, -1

Results, from the start:
Order of values: Cneo AK release, miR122 inh, C2C12 statin, INS-1E GSIS act, PGC1a acetyl inh, PglD DTNB, F508del corr, FN deposit inh
- C[C@@H]1CCCCO[C@H](CN(C)Cc2ccc(C(F)(F)F)cc2)[C@@H](C)CN([C@@H](C)CO)C(=O)c2cc(NC(=O)Nc3cccc4ccccc34)ccc2O1
 : -4, -6[16.7 µM], ·, -8, -13, -2, 0.3, -9
- O=c1c(Cl)c(Cl)cnn1Cc1ccc(F)cc1
 : 4, ·, ·, -3, ·, 11, -1.4, 5
- Clc1ccc(OCCN2CCOCC2)cc1
 : 0, -3, -2, 27, ·, -4, 1.1, -2
- CC1CCc2sc(C(=O)NC(C)C3CCCO3)cc2C1 (stereo not drawn)
 : -2, 1, ·, -1, -9, 1, -3.6, ·
- Cc1cccc(-c2oc3ccccc3c2-c2ccc3c(c2)OCO3)c1
 : -2, ·, -4, ·, ·, -2, -5.5, -9
- S=c1c2[nH]cnc2ncn1CCSc1ncnc2nc[nH]c12
 : ·, 3, ·, 16, 0, ·, -3.0, 0
- CCCN(CC(=O)Nc1ccccc1C)C(=O)C1CC(=O)N(c2ccccc2OCC)C1 (stereo not drawn)
 : -2, -5, -5, 5, 0, 1, 2.1, 5
- CCOc1c(OC)cccc1C1CC(=O)Nc2cc3c(cc21)OCCO3 (stereo not drawn)
 : 1, 0, 10, 12, -5, 13, 0.7, -4
- Cc1ccc(C)c(CN2C(=O)c3ccccc3S(=O)c3ccc(C(=O)NCCCN4CCCC4)cc32)c1 (stereo not drawn)
 : 1, 2, -11, 37, -6, -1, -2.6, -1
- S=C(c1ccc(Br)cc1)N1CCN(Cc2ccccc2)CC1
 : -3, -1, 4, 3, 1, 1, 2.3, ·
- C=CCn1c(O)c(N=NC(=O)CNC(=O)/C=C/c2ccco2)c2ccccc21
 : -1, -2, 6, ·, -3, -4, ·, ·
- COc1ccc(C(CNC(=O)c2sccc2C)N2CCOCC2)cc1 (stereo not drawn)
 : 0, -4, -3, 17, ·, 2, -0.7, ·
- S=C(NCc1cccs1)Nc1ccc(Cl)cc1
 : 4, 1, ·, ·, -8, -4, ·, -6
- Cc1ccc(S(=O)(=O)Nc2ccc3c(c2)C(=O)N([C@H](C)CO)C[C@H](C)[C@H](CN(C)C(=O)Nc2ccc(C(F)(F)F)cc2)OCCCC[C@H](C)O3)cc1
 : -1, 9[16.7 µM], ·, 3, 18, 0, 0.1, 2
- COc1ccc(-n2ncc(N(C)n3cccc3)c(Cl)c2=O)cc1
 : 3, 0, 11, -1, -2, -1, ·, ·
- COc1ccc(Cl)cc1NC(=O)Cn1c(NCCO)nc2ccccc21
 : 5, 0, 14, -19, 14, -6, -1.6, 5
- CCc1noc(C)c1C(=O)Nc1cc(S(=O)(=O)N2CCCCC2)ccc1N(C)C
 : 0, -1, -9, 1, ·, -2, 1.4, 2
- CC1CCCC(NC(=O)COC(=O)/C=C/c2ccc([N+](=O)[O-])cc2)C1C (stereo not drawn)
 : -2, ·, 4, -5, 4, 2, -2.8, -5
- CCOC(=O)C1CCN(C(=O)C(=O)Nc2ccc3nc4n(c(=O)c3c2)CCCCC4)CC1
 : -2, -8, -1, ·, 9, -6, -0.2, 10
- Cc1cc(C)n(CCc2nc(-c3ccco3)cs2)n1
 : 2, -7, 16, -7, -30, 0, 1.0, ·
- CCn1c(Cn2nnc(-c3ccccc3)n2)nnc1SCC(=O)N1CCOCC1
 : ·, -24, 8, ·, 3, 2, ·, 2
- O=S(=O)(c1cccc(NC(=S)Nc2ccc(Br)cc2Cl)c1)N1CCOCC1
 : 4, -1, ·, ·, -22, 9, ·, ·
- O=C(Nc1ccc(C(F)(F)F)cc1)Nc1ccc2c(c1)[C@@H]1C[C@@H](CC(=O)N3CCc4ccccc4C3)O[C@H](CO)[C@@H]1O2
 : 4, 2[16.7 µM], -3, -10, -11, 3, -0.9, -6
- COC(=O)N/N=C/c1cc(N=Nc2ccccc2Cl)ccc1O
 : 1, -2, ·, 6, 6, 2, -1.8, -1
- COc1ccc(NC(=O)Cc2ccc(C)c(C)c2)cc1Cl
 : 2, 1, -7, 9, ·, -2, -2.4, 6
- O=C(NC1CCCC1)C(c1ccccn1)N(C(=O)c1csnn1)C1CCCC1 (stereo not drawn)
 : -1, -2, 6, 28, 8, 8, ·, ·
- O=C(Nc1ccccc1C(=O)N1CCOCC1)c1ccc([N+](=O)[O-])cc1
 : 1, -3, 1, 6, ·, -3, -1.6, 1
- COc1ccc(S(=O)(=O)N2CCN(C)CC2)c(C)c1
 : 2, 7, 6, 5, 14, 10, -1.3, 5
- COc1cc(OC)c2c(-c3cccc(-c4ccc(C(F)(F)F)cc4)c3)cc(=O)oc2c1
 : 2, -5, -14, -14, -3, 1, 2.1, ·
- Cc1cc(-n2c(C)cc(C(=O)COc3ccc(F)c(F)c3)c2C)no1
 : 1, -5, 5, ·, -7, -3, ·, ·

Order of values: Cneo AK release, miR122 inh, C2C12 statin, INS-1E GSIS act, PGC1a acetyl inh, PglD DTNB, F508del corr, FN deposit inh
- CCCCN(c1ccccc1)c1ncnc2nc[nH]c12
 : -1, -2, 22, ·, 4, 0, ·, ·
- CCOc1ccc(C(Nc2ccc(C)cc2)P2(=O)OCC(C)(C)CO2)cc1 (stereo not drawn)
 : -9, 0, 1, -12, -2, ·, ·, ·
- NC(=O)CC(NC(=O)c1ccccc1)c1ccc(N2CCN(c3ccccc3)CC2)c([N+](=O)[O-])c1 (stereo not drawn)
 : 0, 1, -3, -11, 5, -3, -2.1, 1
- CC(C)N1CC2(CC(c3ccccc3F)=NO2)CN1C(=O)c1ccc(C(C)(C)C)cc1 (stereo not drawn)
 : ·, -2, 2, -41, 6, ·, -2.2, -15
- CNc1ncc(C(=O)c2ccccc2)s1
 : ·, 3, 2, 11, 15, -2, ·, 18
- CC1CCCN(c2ncnc3c2cnn3-c2ccccc2)C1 (stereo not drawn)
 : -8, -1, -22, -18, -7, 4, -0.9, -3
- C[C@@H]1CN([C@H](C)CO)C(=O)c2cc(NS(=O)(=O)c3ccc(Cl)cc3)ccc2O[C@@H](C)CCCCO[C@@H]1CN(C)Cc1ccc(Cl)c(Cl)c1
 : 3, -4[16.7 µM], ·, 0, -23, 5, 2.3, -1
- N#Cc1c2n(c3c(=O)n(Cc4ccccc4Cl)cnc13)CCCC2
 : 3, 1, 9, ·, -22, -6, ·, ·
- C[C@H](CO)N1C[C@H](C)[C@H](CN(C)C(=O)C2CC2)Oc2cc(C#CC3CCCC3)ccc2S1(=O)=O
 : -2, 12[16.7 µM], 18, -8, -16, 7, 2.5, ·
- CO[C@@H]1CN(C)C(=O)c2ccc(NS(=O)(=O)CC(F)(F)F)cc2OC[C@@H](C)N(Cc2ccccn2)C[C@H]1C
 : 34, ·, -3, -5, ·, 0, 0.6, 0
- COc1ccc(Cl)cc1NC(=O)CN(C)CC(=O)Nc1ccccc1C(F)(F)F
 : -1, -2, 3, 2, -3, 2, -2.8, -3
- COCCn1c(SCC(=O)Nc2ccccc2OC)nnc1-c1ccco1
 : 4, 4, 12, 24, 3, -1, -0.9, -3
- CCOc1ccc(NC(=O)Nc2cc(C)on2)cc1
 : 0, 15, -5, ·, ·, 5, ·, -16
- COc1ccc(S(=O)(=O)Nc2ccc3c(c2)C(=O)N([C@@H](C)CO)C[C@@H](C)[C@@H](CN(C)C(=O)CCC(F)(F)F)OCCCC[C@H](C)O3)cc1
 : 1, 12[16.7 µM], ·, -9, 12, -2, -0.6, ·
- CN(Cc1ccc(F)cc1)C(=O)CN1CCN(S(=O)(=O)c2ccc3c(c2)OCCCO3)CC1
 : -3, -6, -5, -9, ·, 1, -1.2, 5
- Cc1ccc(S(=O)(=O)N(C)CC(=O)NCCCn2nc(C)cc2C)cc1
 : -1, 3, -7, -16, -2, -6, -3.3, ·
- COc1ccccc1N1CCN(S(=O)(=O)c2cccc(F)c2)CC1
 : 0, 4, -1, ·, 16, -1, ·, 4
- C[C@@H]1CN([C@H](C)CO)C(=O)c2cc(-c3cncnc3)cnc2O[C@H]1CN(C)Cc1ccncc1
 : 0, -1[16.7 µM], 0, 10, 9, 3, 2.8, ·
- O=C(NCCO)c1ccc2c3n(nc2c1)-c1ccccc1CO3
 : 0, -1, -6, 6, 6, 3, 0.3, 4
- O=C(C[C@@H]1CC[C@H](NC(=O)CC2CC2)[C@@H](CO)O1)NCc1ccc(-c2ccccc2)cc1
 : 4, ·, 5, 14, -7, 5, 3.5, 5
- O=C(c1cnccn1)N1CC[C@@H]2[C@H](CO)Nc3ccc(C#Cc4cccnc4)cc3[C@@H]21
 : 7, -5[16.7 µM], -26, 4, -3, 4, 3.0, 4
- COc1ccc(C2=NS(=O)(=O)N(C)C(C(=O)Nc3ccc4c(c3)OCO4)=C2)cc1OC
 : -4, -10, 21, ·, -1, ·, -1.6, -4
- CCN1CCN(c2ccc(Nc3ccnc4ccccc34)cc2)CC1
 : -1, 16, 2, ·, 12, -1, 2.1, 29
- Cc1nn(C)cc1C(=O)Nc1cc(Oc2ccc(Cl)cc2)cc([N+](=O)[O-])c1
 : 5, -5, ·, -12, 1, -1, 2.8, ·
- C[C@H]1CN([C@@H](C)CO)C(=O)c2cc(NC(=O)CCCCCC(=O)Nc3ccccc3N)ccc2O[C@H]1CN(C)C(=O)Nc1ccc(C(F)(F)F)cc1
 : 52, -7[16.7 µM], 41, 0, -10, 0, -0.3, -7
- CCOC(=O)N1CCN(C(=O)c2cc3ccc(OC)cc3[nH]2)CC1
 : -3, -1, -1, -8, -6, 0, -0.3, 13
- Cc1cccc(NC(=O)NNC(=O)c2ccc3ccccc3c2O)c1
 : 0, 1, ·, 8, 4, -1, 0.9, ·
- O=C(CCN1C(=O)COc2ccccc21)NCCCN1CCCC1
 : -1, 1, -4, 17, 14, -2, -2.9, -11
- Cc1noc(C)c1NC(=O)N(C)C[C@@H]1Oc2ccc(NC(=O)Nc3ccc(F)cc3)cc2CC(=O)N([C@@H](C)CO)C[C@@H]1C
 : 11, 0[16.7 µM], 13, 10, 4, -1, 2.2, ·
